HSP90 inh = blocks HSP90-mediated luciferase refolding in reticulocyte lysate | actives 0.91% (n = 290,000) | Rabbit reticulocyte lysate, luciferase refolding luminescence, 3 h | inhibition, % at 5.6 µM;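 active means inhibition above the screen-wide mean plus 3 SD, computed separately per campaign, cut at about 16% in these data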;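 further: 0% = DMSO wells and 100% = 60 µM geldanamycin wells; inhibitors lower the luminescence because luciferase stays unfolded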
PolyA inhibitor = inhibitors of polyadenylation in S. cerevisiae. S. cerevisiae SKY197-pL101 polyadenylation reporter, beta-gal luminescence; efflux-impaired pdr1/pdr3 knockout yeast; score 100 = 6 SD above DMSO. calls only at 12 µM. actives 0.02% (n = 300,000);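 active means lowest replicate activity score at least 50, where 100 means six control SD above control mean; inconclusive means lowest score under 50 but half or more replicates reach 50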;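 further: yeast exposed to compound for 9 h at 30 °C; higher score means more reporter readthrough which indicates perturbed polyadenylation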
AI-2 QS modul = Vibrio harveyi AI-2 quorum sensing modulation | activity change, % at 7.5 µM | Vibrio harveyi JMH597 AI-2 luminescence/OD600 ratio, 9 h; stronger effect = lower value; strain lacks LuxN and CqsS sensors; 0 = neutral-control median | actives 0.4% (n = 300,000); in the data active means activity change below about -75%, passing the limit was not always enough; inconclusive means no clear call, values can overlap the other calls;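 further: luminescence divided by OD600 gain over 9 h not by final OD600 alone; inactives centre near 13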
GSK3A inh = blocks human GSK-3 alpha kinase; P49840; inhibition, % at 10 µM; ADP-Glo luminescence, 60 min; actives 0.1% (n = 320,000);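 in the data active means inhibition above about 50%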;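 further: GST-tagged GSK-3 alpha with peptide substrate and 25 µM ATP; 0% = DMSO neutral wells and 100% = GW8510 positive control wells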
HDAC3 inhib = blocks human histone deacetylase 3. O15379. recombinant HDAC3, fluorogenic peptide/trypsin coupled, fluorescence. inhibition, % at 8.3 µM. actives 0.15% (n = 320,000). AID 2718; in the data active means inhibition above about 26%, passing the limit was not always enough; inconclusive means no clear call, values can overlap the other calls
Target sequence (O15379 whole entry, looked up): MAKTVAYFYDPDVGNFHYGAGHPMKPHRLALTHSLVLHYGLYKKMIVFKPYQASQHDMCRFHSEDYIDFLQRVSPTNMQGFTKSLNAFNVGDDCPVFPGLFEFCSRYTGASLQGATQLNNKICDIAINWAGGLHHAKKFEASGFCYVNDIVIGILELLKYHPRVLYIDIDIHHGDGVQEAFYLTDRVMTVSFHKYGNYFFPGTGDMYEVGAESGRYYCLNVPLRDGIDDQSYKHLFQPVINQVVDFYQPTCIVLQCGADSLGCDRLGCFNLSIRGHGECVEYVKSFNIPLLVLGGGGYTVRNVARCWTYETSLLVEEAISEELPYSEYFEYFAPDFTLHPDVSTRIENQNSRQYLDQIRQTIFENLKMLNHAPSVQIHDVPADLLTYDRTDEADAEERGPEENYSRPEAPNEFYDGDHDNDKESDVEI
HSF-1 act = increases HSF-1 driven luciferase reporter signal | activation, % at 9 µM | NIH3T3-HGL HSF-1 luciferase reporter, MG132, 8 h; 100% = twice DMSO control signal | actives 1.7% (n = 300,000);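 active means mean replicate activation of at least 50% with a set share of replicates each reaching 50%; inconclusive means only one of those two conditions met; inactive means mean below 50% and too few replicates reaching it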;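 further: 0% = median of the neutral control wells and 100% = twice that signal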
Platelet DG rel = modulates dense granule release in human platelets; human platelet-rich plasma, SFLLRN dense granule ATP release, luminescence; inhibition, %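 (compounds screened at 7.5 µM in platelet-rich plasma)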; actives 0.22% (n = 300,000); AID 1663;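 active means mean replicate score, as percent of positive control, at or above 50; inconclusive means mean below 50 but at least one replicate at or above 50; inactive means mean and every replicate below 50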
GSK3beta inhib = blocks human GSK3beta kinase activity | P49841 | GST-GSK3beta kinase, ADP-Glo luminescence, 60 min; stronger effect = lower value | activity score (negative = inhibition), % at 10 µM | actives 0.038% (n = 300,000) | AID 2097;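 active means more than half of replicate wells score below -50%, meaning over 50% inhibition versus plate controls; inconclusive means some replicates but at most half score below -50%; inactive means no replicate scores below -50%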;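 further: 0% = median DMSO wells and -100% = median GW8510 positive control wells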
Target sequence (P49841 whole entry, looked up): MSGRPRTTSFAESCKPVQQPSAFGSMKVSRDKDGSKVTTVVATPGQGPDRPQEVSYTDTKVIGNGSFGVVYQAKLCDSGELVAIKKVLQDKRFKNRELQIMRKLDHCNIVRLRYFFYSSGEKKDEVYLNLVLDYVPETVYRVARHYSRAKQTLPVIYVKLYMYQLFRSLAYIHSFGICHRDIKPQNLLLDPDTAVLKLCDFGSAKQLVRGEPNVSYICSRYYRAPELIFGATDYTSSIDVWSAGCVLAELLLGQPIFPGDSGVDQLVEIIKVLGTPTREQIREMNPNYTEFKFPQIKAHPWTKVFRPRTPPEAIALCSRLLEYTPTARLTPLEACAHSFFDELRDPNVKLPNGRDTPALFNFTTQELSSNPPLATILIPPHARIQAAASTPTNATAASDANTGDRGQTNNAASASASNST
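Assay system: GST-tagged human GSK3beta kinase, cell-free; Input: 1.6 ng GSK3beta; Medium: Tris/MgCl2 kinase buffer; Timing: 60 min enzyme reaction, room temperature; Signal: ADP-Glo luminescence quantifying ADP generated by kinase; Evaluation: score relative to plate controls; Benchmarks: DMSO neutral wells and GW8510 at 20 µM as positive.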
HSF1 inh = HSF1 inhibition; NIH3T3-HGL HSE-luciferase, MG132-induced, luminescence 8 h; stronger effect = lower value; activity change, negative = inhibition, % at 7.5 µM (by protocol); actives 0.77% (n = 300,000); AID 2098;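 active means more than half of replicate wells show activity change below -50%, luminescence cut by over half; inconclusive means some wells, but at most half, below -50%; inactive means no replicate well below -50%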;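 further: luciferase reports HSF-1 transcriptional activity via heat shock element; 0% = median of DMSO wells and -100% = zero luminescence signal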
DYRK1A inh = Dyrk1A (rat) kinase inhibition; ADP-Glo luminescence, NFATc1 peptide; inhibition, % at 12.5 µM; actives 0.43% (n = 310,000); AID 504441; in the data active means inhibition above about 50%;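 further: plate controls were vehicle with enzyme for no effect and no enzyme for full effect; many of its hits are not listed in these tables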
Numbers without * were called inactive; i = inactive; u = inconclusive; x = not tested or not shown.

SMILES	HSP90 inh	PolyA inhibitor	AI-2 QS modul	GSK3A inh	HDAC3 inhib	HSF-1 act	Platelet DG rel	GSK3beta inhib	HSF1 inh	DYRK1A inh
COc1cccc(CN(C(=O)c2cnccn2)C(C(=O)NC2CCCCC2)c2cc(OC)c(OC)c(OC)c2)c1 (stereo not given)	-5	i	15	0	-7	-12	14	-1	-6	-5
COc1ccc(/C=N/Nc2nc(-c3cccc(S(=O)(=O)N4CCCC4)c3)cs2)cc1OC	-3	i	39	x	x	0	0	0	12	x
CC(=O)Cc1nsc(NC(=O)c2ccc(COc3ccccc3)o2)n1	-2	i	47	2	3	-15	5	0	0	-1
CCS(=O)(=O)N1CCN(Cc2c[nH]c3ccccc23)CC1	2	i	22	-17	-1	0	-3	-4	-5	-4
Cc1cccc(OCc2nnc(SCC(=O)Nc3cc(C)on3)n2C)c1	3	i	10	0	-4	41	-6	-8	7	-2
O=C(Oc1ccc(-n2cnnn2)cc1)c1ccccc1	-2	i	38	3	3	-9	1	2	-4	2
Cc1n[nH]c(=O)nc1NC(C)c1ccccc1 (stereo not given)	7	i	23	0	-1	-10	-8	-1	-4	1
CCCn1cc(C(=O)OCC)c(=O)c2cc(F)c(F)cc21	4	i	13	-1	1	28	12	1	1	x
Cc1nc2nc(COc3ccccc3)nn2c(C)c1Cl	4	x	x	-1	-1	x	x	x	x	5
Cc1cccc(Cn2ccc(N)n2)c1	0	i	7	-2	7	-5	2	2	-6	0
COc1ccccc1NC(=S)N(Cc1ccco1)Cc1cc2cc(C)ccc2[nH]c1=O	2	i	16	-1	0	99*	6	3	58	-8
CCN(C(=O)COc1ccccc1)C1CCCCC1	-4	i	10	4	1	5	-5	1	-6	x
COc1cccc(CNC(=O)Cn2ccc3cc(S(=O)(=O)N4CCCCCC4)ccc32)c1	2	i	20	-1	-4	5	-7	0	6	0
CCn1cc(/C=N/NC(=O)c2ccc3c(c2)OCO3)c(C)n1	3	i	24	0	11	7	-3	-3	4	18
COc1ccc(C2CC(=O)Oc3ccc(C(C)(C)C)cc32)cc1 (stereo not given)	-3	i	17	1	2	4	0	0	-1	-1
COC(=O)Cn1c2nc3ccccc3nc2c2cccc(C)c21	-6	i	7	-1	1	8	1	3	-2	-9
CCOC(=O)C1(Cc2cccc(OC)c2)CCCN(S(=O)(=O)N(C)C)C1 (stereo not given)	0	i	15	0	1	6	-1	-2	0	-3
Cc1c(Cl)c([N+](=O)[O-])nn1CC(=O)NCc1cccs1	-6	i	23	-3	-4	5	-3	3	-8	-6
CCC(C)(C)n1nnnc1C(c1ccncc1)N1CCN(c2cccc(OC)c2)CC1 (stereo not given)	1	i	-6	-1	5	12	-7	5	17	-6
Cc1nc2ccccc2nc1CN1CCN(Cc2ccc(F)c(F)c2)C(CCO)C1 (stereo not given)	1	i	18	0	1	-5	-3	-1	1	7
O=C(O)/C=C/c1cccc(NS(=O)(=O)c2ccccc2)c1	1	i	-1	-4	-5	-3	0	-3	4	11
CC1(C(=O)O)CCC(C(=O)Nc2ccccc2)C1(C)C (stereo not given)	3	i	29	0	3	42	1	1	-2	-4
COc1nc(NC(C)(C)C)nc(Oc2ccc(=O)n(-c3ccccc3)n2)n1	-1	i	12	12	2	-3	-4	4	-4	19
COc1ccc2c(c1)C=C(C(=O)NCc1ccc(Cl)cc1)CO2	0	i	-28	x	4	22	2	-4	6	x
COc1ccc(CN(Cc2ccc(C(=O)O)cc2)C(=S)Nc2ccccc2Cl)cc1OC	2	i	45	-1	1	12	-3	-4	3	-2
COc1cc(/C=c2\sc3n(c2=O)CCCN=3)ccc1O	0	i	18	7	1	6	19	2	2	23
CC1NC(=O)N(C)C2NC(=O)N(C)C(c3ccccc3)C12 (stereo not given)	2	i	6	-1	5	-11	-8	-2	2	0
Cc1cc(NC(=O)CSc2nnc(CNC(=O)c3ccc(F)cc3)o2)no1	-1	i	22	-1	-2	-15	14	-2	1	x
COc1ccc(NC(=O)N2CCN(C(=O)C(Cc3ccc(F)cc3)NC(C)=O)CC2)cc1 (stereo not given)	-5	i	18	-3	-3	-7	21	-3	0	-5
Cc1nc(SCC(=O)O)c2oc3ccccc3c2n1	3	i	15	-1	1	-22	1	1	-14	-2
CCOc1ccc(NC(=O)NC2CCCc3ccccc32)cc1 (stereo not given)	7	i	2	2	-3	15	-3	2	7	-7
Cc1cccc(Nc2nc(N)nc(CSc3nccn3C)n2)c1	-4	i	4	-2	-8	24	1	2	6	6
Cc1ccc(S(=O)(=O)N2CCC(=O)N(C(COCc3cccc(Cl)c3)Cc3ccccc3)CC2)cc1 (stereo not given)	0	i	18	-3	4	7	0	1	4	4
Cn1nc(-c2ccc(OCC(=O)Nc3ccccc3)cc2)c2ccccc2c1=O	0	i	26	1	-2	3	1	-3	-4	4
COc1ccc(NC(=O)CN2CCN(Cc3ccccc3)CC2)cc1	1	i	15	0	12	-7	1	-2	4	6
C/C(=N\Nc1cccc([N+](=O)[O-])c1)c1cc2ccccc2o1	-6	i	-8	-5	5	x	-4	0	x	3
O=C(N/N=C/c1ccccc1O)C1CCCC1	0	i	26	0	5	-3	-5	0	5	3
COc1ccc2oc(C(=O)N3CCN(S(=O)(=O)c4cccc([N+](=O)[O-])c4)CC3)c(C)c2c1	-1	i	14	-1	-8	21	-6	-2	27	-2
Cn1cc(CN2CCN(Cc3ccccc3)C(CCO)C2)c(-c2ccccc2)n1 (stereo not given)	-1	i	8	4	0	-3	28	-2	3	-4
CN(C)c1ncc(CN2CCC(C(=O)Nc3ccc(-n4cccn4)cc3)CC2)s1	5	i	9	-2	-4	1	-2	3	-3	-1
O=c1c2[nH]c3ccc(Cl)cc3c2ncn1Cc1ccccn1	0	i	5	x	x	19	3	-3	3	-1
NC(=O)c1cc(S(=O)(=O)NCCCc2ccco2)cs1	-3	i	14	0	u	11	10	2	-9	1
COc1ccccc1C(=O)NC(=S)Nc1ccc(Cc2ccncc2)cc1	3	i	-3	0	5	4	-3	-2	-6	4
CCCc1nc([N+](=O)[O-])c(S(=O)(=O)c2ccccc2)n1CC(C)C	4	i	13	-1	-1	43	7	1	6	-5
Cc1ccc(N(CCC(=O)NC(C)(C)C)S(=O)(=O)c2ccc(C)cc2)cc1	0	i	11	-1	-1	8	1	3	6	-4
Cc1ccc(CNC(=O)c2nnn(-c3cccc(C)c3)c2N)cc1	-4	i	-10	-2	-14	6	-2	1	-3	-1
C=CCOc1ccc(CNCc2cccnc2)cc1	-4	i	9	0	1	11	6	-1	1	4
CC(=C/c1ccc(C(C)C)cc1)/C=N/NC(=O)CSc1ccccn1	3	i	29	-2	u	-3	8	2	-14	0
COCCn1c(COc2cccc(OC)c2)nnc1SCC(=O)NC1CCCCC1	-3	i	18	-1	-7	3	0	1	-1	-6
O=C(COC(=O)c1ccccc1NC(=O)c1ccco1)NC1CCS(=O)(=O)C1 (stereo not given)	-1	i	25	-2	-1	4	4	4	-3	-6
O=C(CN1C(=O)NC2(CCCCC2)C1=O)Nc1ccc2c(c1)CCC2	-3	i	-56	-1	10	2	1	3	-5	-1
N#Cc1ccccc1NC(=S)NC(=O)c1cccnc1	-2	i	25	2	3	3	3	-6	2	-3
O=S1(=O)N=C(N=Nc2c(O)[nH]c3ccccc23)c2ccccc21	-5	i	22	-4	7	4	-6	5	-2	5
COCC(=O)Nc1cc(C(=O)OC)cc(C(=O)OC)c1	-3	i	4	-1	-3	0	-15	0	4	-3
COc1cc(NC(=O)c2cnn3c(C(F)F)cc(C4CC4)nc23)c(OC)cc1Cl	0	x	13	2	-1	-5	-4	2	-1	1
COc1ccc(N2CCN(S(=O)(=O)CCNC(=O)/C=C/c3ccc4c(c3)OCO4)CC2)cc1	x	i	28	-3	6	5	14	1	1	-9
CCSc1nc(C)nc2sc(C)c(C)c12	-1	i	1	-1	2	-16	-2	-2	-4	-7
N#CC(c1ccc(Cl)cc1)c1ccc2c(C(F)(F)F)cc(C(F)(F)F)nc2n1 (stereo not given)	3	i	62	x	-23	4	6	-1	-1	1
O=C(O)c1cc(-c2ccccn2)n[nH]1	1	i	13	-2	6	-4	-5	0	1	-4
Cc1ccc2nc(SCC(=O)NCc3cccs3)c(C#N)cc2c1	0	i	13	-6	17	12	-9	-2	9	12

(next part)
SMILES	HSP90 inh	PolyA inhibitor	AI-2 QS modul	GSK3A inh	HDAC3 inhib	HSF-1 act	Platelet DG rel	GSK3beta inhib	HSF1 inh	DYRK1A inh
COc1ccc(/C=N/NC(=O)c2cc(-c3cccc(C)c3)nc3ccccc23)cc1O	x	i	48	0	1	11	9	0	9	7
COc1ccc(C(=O)NCc2ccc3c(c2)OCO3)c(OC)c1	-3	i	30	1	-3	-5	7	-3	-7	6
C#Cc1ccc([C@H]2C=C(C(=O)NCc3ccccc3)O[C@@H](OCc3ccc(CO)cc3)C2)cc1	x	i	50	x	8	-9	-2	-4	2	22
Cc1c(OC(C)C(=O)NCc2ccncc2)ccc2c3c(c(=O)oc12)CCCC3 (stereo not given)	2	i	-6	7	-15	3	8	0	-7	3
O=C(Nc1cccc(Oc2ccc3c(c2)C(=O)NC3=O)c1)c1ccco1	-1	i	14	2	5	x	3	-3	x	-7
CCOC(=O)CSc1nc2ccccc2c(=O)n1CC(C)C	4	i	6	0	4	17	-1	-1	0	8
C=CCNC(=O)N1CCC(c2nc3ccccc3s2)CC1	1	i	7	-1	3	-4	11	-5	2	2
CCOC(=O)N1CCC(N2C(=O)c3ccccc3C2Nc2ccc(Cl)cn2)CC1 (stereo not given)	-1	i	39	-1	5	29	-1	4	19	-8
CC1CN(C(=O)CS(=O)(=O)Cc2ccc(Cl)cc2)CC(C)O1 (stereo not given)	-2	i	16	-4	-1	5	-3	-1	-1	-4
NS(=O)(=O)c1ccc(S(=O)(=O)c2ccccc2)nc1	x	i	-51	-4	-1	x	x	-1	x	x
CCOC(=O)N1CCN(c2c(NCC3CCN(Cc4cccc(C)c4)CC3)c(=O)c2=O)CC1	-6	i	3	-1	-1	2	9	0	3	5
Cn1c(=O)n(Cc2ccc(F)cc2)c(=O)c2c1nc1n2CCCN1C1CCCCC1	5	i	24	0	5	24	0	2	2	-2
CCOC(=O)N1CCN(S(=O)(=O)c2ccc(C(=O)Nc3sc4c(c3C#N)CC(C)(C)NC4(C)C)cc2)CC1	1	i	7	-3	x	-3	-1	4	-3	-7
Nc1ncc(-n2cncn2)c(-c2ccc(Cl)cc2)n1	0	i	14	2	-8	-2	-2	4	-2	3
COC(=O)c1ccc(NC(=O)CCN2CCN(c3ccccc3)CC2)cc1	10	i	23	-3	-4	7	-1	0	2	-8

A portion of the library; the hit share may differ from the screen's.
